High-throughput results (PubChem BioAssay)
Runt-SMMHC FRET: blocks binding of human RUNX1 Runt domain to CBFb-SMMHC. Q01196+Q13951. Cerulean-Runt/Venus-CBFb-SMMHC FRET ratio 530/480, 1 h. inhibition, % at 20 µM. 220,000 tested, 0.74% active. AID 1434;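 active means mean inhibition across duplicate retests at 20 µM reaching about 50%, limit read from the data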;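 further: 0% = DMSO wells and 100% = wells with excess untagged CBFb-SMMHC; inhibitors lower the FRET ratio by blocking Runt binding to CBFb-SMMHC; some results filed as inactive read as strong as hits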
Target sequence (Q01196 whole entry, looked up, the tested form may be a part): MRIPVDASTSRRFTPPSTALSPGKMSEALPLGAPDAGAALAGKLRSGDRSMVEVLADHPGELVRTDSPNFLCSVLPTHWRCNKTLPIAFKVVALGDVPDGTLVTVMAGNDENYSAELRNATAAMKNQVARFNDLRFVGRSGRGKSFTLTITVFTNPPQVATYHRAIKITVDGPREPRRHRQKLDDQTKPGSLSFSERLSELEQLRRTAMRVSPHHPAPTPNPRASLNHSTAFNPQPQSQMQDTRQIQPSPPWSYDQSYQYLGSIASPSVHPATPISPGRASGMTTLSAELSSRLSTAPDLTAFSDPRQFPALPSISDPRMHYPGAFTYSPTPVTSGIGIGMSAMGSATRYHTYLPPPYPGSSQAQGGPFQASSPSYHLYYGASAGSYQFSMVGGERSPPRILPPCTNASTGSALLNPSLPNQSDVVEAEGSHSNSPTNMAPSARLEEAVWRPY
Target sequence (Q13951 whole entry, looked up, the tested form may be a part): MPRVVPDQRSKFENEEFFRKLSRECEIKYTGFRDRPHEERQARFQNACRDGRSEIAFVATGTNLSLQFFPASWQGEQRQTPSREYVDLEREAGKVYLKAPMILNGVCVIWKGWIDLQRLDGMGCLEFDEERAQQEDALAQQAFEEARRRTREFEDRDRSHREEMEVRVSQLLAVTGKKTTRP
PPC-1+TRAIL kill: compounds killing PPC-1 cancer cells with TRAIL present (potentiator screen, no TRAIL-free arm); cell killing (% activity), % at 4 µM; AID 1443; 220,000 tested, 0.41% active; PPC-1 cells + TRAIL, ATPLite viability luminescence;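 active means cell killing above 50% in the first pass at 4 µM, then a duplicate retest at 5 µM averaging 50% or more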;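 further: plate controls were cells with TRAIL plus DMSO for no effect and medium-only wells lacking cells for full effect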
zfTRPN1 agonist: activates the zebrafish TRPN1 channel | HEK293 zebrafish TRPN1-YFP, Fluo-8 calcium fluorescence; 100% = response to 87 µM carbachol | activation, % at 3 µM | 220,000 tested, 0.18% active | AID 1424;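 active means activation above its plate's cutoff, the mean activation of test wells on that plate plus 3 SD, cut at about 19% in these data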;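 further: 0% = DMSO alone and 100% = 87 µM carbachol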
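Control set: carbachol 87 µM as high control, DMSO as low control; system: HEK293 stable line with zebrafish TRPN1-YFP; read-out: % activation versus carbachol response; detection: intracellular calcium fluorescence with Fluo-8; doses: single test compound dose, 3 µM nominal, 0.3% DMSO; schedule: dye 1 h 37 °C plus 30 min RT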
MDM2 E3 inh: blocks human Mdm2 ubiquitin ligase activity; Q00987; cell-based MDM2 ubiquitination luciferase reporter, 2 h; 0 = plate control, 100 = twice control, blank-subtracted; signal enhancement, % at 5 µM; 210,000 tested, 0.11% active;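 active means signal enhancement of 30% or more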;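 further: luminescence tracks abundance of the self-degrading MDM2-luciferase fusion protein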
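Assay system: mammalian cells stably expressing self-ubiquitinating, self-degrading MDM2 E3–luciferase fusion. Quantity: 2000 cells in each well. Medium: DMEM culture medium. Compound dosing: single-point 5 µM. Timing: cell settling 4 h, compound treatment 2 h, both 37 °C. Technique: luciferase luminescence. Read-out basis: percent signal gain over controls, blank-subtracted. Benchmarks: plate controls and plate blanks.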
p47phox inh: blocks human p47phox regulatory protein of NADPH oxidases; P14598; p47phox/p22phox peptide binding, fluorescence polarization, 2 h; inhibition, % at 24.7 µM; 220,000 tested, 0.53% active;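 active means inhibition above about 30%, limit read from the data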;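 further: 0% = p47phox with labelled peptide and 100% = labelled peptide alone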
TNF death inh: TNF-alpha cell death inhibition in Jurkat FADD-/- cells | Jurkat FADD-/- TNF necroptosis rescue, ATP luminescence, 24 h; 0 = TNF only, 100 = no-TNF cells | activation (protection from cell death), % at 10 µM | 220,000 tested, 0.068% active | AID 463075;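 active means activation, meaning protection from cell death, of at least 50% relative to plate controls; inactive means activation below 50%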;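 further: necroptosis triggered by 40 ng/mL TNF-alpha added together with compound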
CHOP inh: inhibitors of CHOP induction in ER stress response; CHO-K1 CHOP-promoter luciferase, tunicamycin-induced, 15-18 h; inhibition, % at 10 µM; 220,000 tested, 3.8% active; AID 2732;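 active means compounds that reduced the stress-induced luciferase reporter signal by more than about 70% of percent inhibition, limit read from the data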;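 further: 0% = tunicamycin plus vehicle and 100% = wells without tunicamycin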
EBV gp42 block: blocks Epstein-Barr virus glycoprotein 42 binding | Q1HVG2 | Fluorescence polarization binding assay, mP read-out | inhibition, % (tested at 21.74 µM) | 220,000 tested, 0.42% active | AID 1085; in the data active means inhibition above about 50%
Target sequence (Q1HVG2 whole entry, looked up): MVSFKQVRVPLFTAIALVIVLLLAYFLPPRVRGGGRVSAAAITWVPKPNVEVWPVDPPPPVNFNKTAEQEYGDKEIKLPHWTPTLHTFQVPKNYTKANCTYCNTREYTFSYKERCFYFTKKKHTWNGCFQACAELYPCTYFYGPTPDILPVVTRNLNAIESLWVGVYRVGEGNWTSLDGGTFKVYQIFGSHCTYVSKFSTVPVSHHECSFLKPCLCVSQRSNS
TRPML3 ag: human mucolipin-3 channel agonism | Q8TDD5 | HEK293 TRPML3-YFP, Fluo-8 calcium fluorescence; 100% = the carbachol control signal | activation, % at 3 µM | 220,000 tested, 0.29% active | AID 1448;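 active means activation above its plate's cutoff, the mean activation of the plate's test wells plus 3 SD, cut at about 12% in these data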;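 further: 0% = DMSO only wells and 100% = carbachol wells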
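Test system: TRPML3-YFP stable HEK293 cells. Doses: single point at 3 µM. Incubation: dye loading 1 h 37 °C then 30 min ambient, 125 s read. Signal: Fluo-8 calcium dye fluorescence, ex 470-495, em 515-575 nm. Measure: percent activation from peak-to-basal fluorescence ratio, scaled between DMSO and carbachol.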
An asterisk follows results filed as active; . = no result given.

SMILES	Runt-SMMHC FRET	PPC-1+TRAIL kill	zfTRPN1 agonist	MDM2 E3 inh	p47phox inh	TNF death inh	CHOP inh	EBV gp42 block	TRPML3 ag
Cc1ccccc1-n1c(=O)c2ccccc2n2c(=O)[nH]nc12	-10	-22	0.7	7	3	-4.5	33	-1	0.0
O=C(CNC(=O)c1ccc(F)cc1)N/N=C/c1cc(Br)ccc1OC(=O)/C=C/c1ccco1	-3	20	1.8	.	-16	-17	49	-8	0.5
O=C(NCC(c1cccs1)N1CCOCC1)c1ccccc1NS(=O)(=O)c1cccc([N+](=O)[O-])c1 (configuration not stated)	-2	9	5.1	-13	3	0.9	-4	-19	1.8
COc1ccc(C2CC(c3ccccc3)=NN2c2ccc(S(N)(=O)=O)cc2)cc1 (configuration not stated)	29	-3	0.7	-6	-14	-2.3	6	9	-0.1
CCCn1c(NC(=O)c2ccc(F)cc2)nc2ccccc21	0	15	-0.8	-5	10	2.3	7	5	0.5
Cc1ccc(-n2c(N)c(C(=O)N3CCOCC3)sc2=S)c(C)c1	8	-6	1.5	-9	-5	-1.3	14	-20	0.9
Cc1ccccc1NC(=O)COC(=O)Cc1ccsc1	-1	21	0.1	3	-3	0.6	-21	-16	0.2
CCOC(=O)c1cnc(SCC(=O)Nc2ccc(NC(C)=O)c(OC)c2)nc1N	1	7	-0.5	-8	0	-0.4	-1	-11	0.5
COc1ccc(C(=O)Nc2ccc(S(=O)(=O)N3CCc4ccccc43)cc2)cc1	.	.	8.5	-19	-26	-7.7	27	-14	1.8
CCOC(=O)N/N=C/c1ccc(OC)c(O)c1	-6	4	-0.4	-26	6	-0.1	-8	-22	-0.3
CCN(CC)C(=O)Cn1cc(C(=O)C(=O)NCCc2ccc(S(N)(=O)=O)cc2)c2ccccc21	-1	6	2.0	-5	-8	2.0	11	-5	1.0
Cn1c(N)c(C(=O)COC(=O)c2ncc(Cl)c(Cl)c2Cl)c(=O)n(C)c1=O	3	-1	0.0	0	-4	-2.3	60	-13	1.1
Cn1[nH]c(C(F)(F)F)cc1=O	0	-26	0.6	-14	1	0.1	2	3	1.5
Cc1cccc(C(=O)N(Cc2nc3ccccc3c(=O)[nH]2)C2CCCC2)c1	-1	19	-1.0	-4	-8	0.4	30	-8	-1.1
Cc1ccc(Nc2nnc(-c3ccncc3)s2)c(Br)c1	-3	29	0.2	5	-5	-11	17	-12	-0.4
O=C(CN(c1ccc(F)cc1)S(=O)(=O)c1ccc2c(c1)OCCO2)NCC1CCCO1 (configuration not stated)	-1	6	0.4	-8	-13	-0.2	31	-11	0.5
O=C(NCc1ccc(Cl)cc1)c1cc(-c2ccco2)on1	-1	11	-0.5	-2	-3	4.4	21	-10	0.0
CCOC(=O)C1=NOC(CNc2ncc(C(F)(F)F)cc2Cl)C1 (configuration not stated)	1	35	-1.2	-12	-18	-0.9	2	-5	0.2
COc1cccc(N2CCN(C(=O)C3C4C=CC5(CN(Cc6ccccc6Cl)C(=O)C35)O4)CC2)c1 (configuration not stated)	-2	6	0.1	7	-9	0.3	-28	-15	0.6
Cc1ccccc1CS(=O)(=O)c1nnc([C@H](CC(C)C)NC(=O)OC(C)(C)C)o1	0	7	2.1	-9	-11	-18	108*	-7	1.4

Looked up by compound from above:
SMILES	Runt-SMMHC FRET	PPC-1+TRAIL kill	zfTRPN1 agonist	MDM2 E3 inh	p47phox inh	TNF death inh	CHOP inh	EBV gp42 block	TRPML3 ag
Cc1ccccc1NC(=O)COC(=O)Cc1ccsc1	-1	21	0.1	3	-3	0.6	-21	-16	0.2
O=C(CN(c1ccc(F)cc1)S(=O)(=O)c1ccc2c(c1)OCCO2)NCC1CCCO1 (configuration not stated)	-1	6	0.4	-8	-13	-0.2	31	-11	0.5

The main list resumes with the 2 entries that preceded the break.
SMILES	Runt-SMMHC FRET	PPC-1+TRAIL kill	zfTRPN1 agonist	MDM2 E3 inh	p47phox inh	TNF death inh	CHOP inh	EBV gp42 block	TRPML3 ag
COc1cccc(N2CCN(C(=O)C3C4C=CC5(CN(Cc6ccccc6Cl)C(=O)C35)O4)CC2)c1 (configuration not stated)	-2	6	0.1	7	-9	0.3	-28	-15	0.6
Cc1ccccc1CS(=O)(=O)c1nnc([C@H](CC(C)C)NC(=O)OC(C)(C)C)o1	0	7	2.1	-9	-11	-18	108*	-7	1.4
O=C(CN1C(=O)CCC1=O)Nc1cccc(NC(=O)CN2C(=O)CCC2=O)c1	2	22	1.7	0	-4	0.2	-3	-3	-0.1
CCOC(=O)C1CCN(C(=O)CN(c2ccc(Oc3ccccc3)cc2)S(C)(=O)=O)CC1	-2	10	2.3	-3	0	0.5	-11	-5	1.6
COc1ccc(C(=O)NCC(c2ccc(F)cc2)N2CCOCC2)cc1S(=O)(=O)N1CCCC1 (configuration not stated)	-1	12	2.4	12	-14	-0.1	18	-21	0.9
O=C(Nc1ccc(Cl)cc1)N(C1=NCCC1)c1ccc(OC(F)F)cc1	-3	7	3.1	-12	-3	1.1	-20	1	2.5
O=C(NCCCO)c1ccc2[nH]c3ccccc3c2c1	-2	13	-0.2	-1	3	2.2	-14	-19	0.7
COc1ccc(Cn2nc(-c3ccccc3)c(N3CCCCC3)cc2=O)cc1	-3	15	-1.8	-1	-4	-1.4	74*	-2	-0.7
CCCNS(=O)(=O)c1ccc(OCC(=O)Nc2ccccc2F)cc1	-2	0	-0.2	-5	-1	-1.5	16	-12	-0.4
CN(C)C(=O)CSc1nnc2sc3ccccc3n12	-2	8	1.1	.	.	-0.5	.	.	1.4
Cc1ccc(CN2CCNC(=O)C2CC(=O)NCCCn2ncc3ccccc32)o1 (configuration not stated)	-2	9	-2.0	-11	1	-1.7	40	-1	0.7
O=C(O)CCS(=O)(=O)Cc1cccc(Cl)c1	-2	1	0.1	-6	-17	0.1	12	-9	-0.1
O=C1CCCCC1Sc1nnc(Cc2cccs2)n1CCc1ccccc1 (configuration not stated)	5	10	0.5	-2	-8	-0.2	0	-16	0.0
O=C(Nc1ccccc1)C(=O)c1cn(CC(=O)N2CCCCC2)c2ccccc12	-5	12	1.4	-14	-51	3.3	-5	4	0.1
O=C(N1CCCCC1)C12CC3CC(C1)CC(C(=O)N1CCCCC1)(C3)C2	0	8	-0.2	-14	2	-0.1	-5	-9	1.1
C/C(=N/NC(=O)c1ccccc1)c1ccc(NC(=O)C(F)(F)F)cc1	-1	22	0.3	0	-1	1.3	-6	-1	0.5
CCOC(=O)N1CCN(c2cc(N(C)CCO)c([N+](=O)[O-])c3nonc23)CC1	-8	5	-0.9	-10	-39	1.7	9	-13	0.5
CC(C)Oc1ccc(C2CNC(=O)C2)cc1 (configuration not stated)	1	28	.	-5	-3	0.8	38	-14	.
COc1ccccc1-n1nc(C(=O)O)c2ccccc2c1=O	0	-3	1.8	-6	-16	1.4	0	6	0.9
O=C(CN1C(=O)/C(=C/c2ccccc2F)Sc2ccccc21)N1CCN(c2ccccn2)CC1	1	-3	-1.3	2	-5	1.2	17	-3	0.5
COc1cccc(-c2nnn(CCc3nn[nH]n3)n2)c1	-5	9	0.1	.	-7	-1.3	-13	-16	1.0
COc1cc(-c2noc(CCC(=O)Nc3cccnc3)n2)cc(OC)c1OC	0	14	1.2	-27	-15	1.6	-4	-1	-0.5
CCOC(=O)c1cc(-c2ccc(C)c([N+](=O)[O-])c2)nc2c1c(=O)n(C)c(=O)n2C	0	8	0.7	5	-4	-3.7	62	5	0.7
CNC(=O)CS(=O)(=O)CC(=O)Nc1cc(OC(C)C)c(Cl)cc1Cl	-1	18	-0.6	-10	0	-0.1	1	-7	0.5
O=C(CN1CCOCC1)N/N=C/c1cc2ccccc2nc1Cl	1	14	0.1	-13	-7	-2.5	-2	1	0.1
COC(=O)Nc1ccc(C)cc1NC(=O)OC	6	-1	-0.7	-9	-13	-0.5	-4	-14	0.0
Cc1nn(-c2ccc(F)cc2)c(Cl)c1/C=N/NC(=O)c1ccc(O)cc1	2	2	-0.2	-8	-1	0.1	3	4	-0.8
CN1CCN(c2nc(-c3ccncc3)nc3ccccc23)CC1	-3	7	3.1	-14	-2	-5.0	45	-14	1.3
CC12COC3(C(=O)Nc4ccc5ccccc5c4)CC1CCC32C (configuration not stated)	3	12	-2.5	3	-3	1.1	16	-7	-0.7
CN1CCN(CCc2nc3cc(NC(=O)COc4ccccc4)ccc3n2C)CC1	-2	-6	0.3	-7	-7	-1.0	22	-10	0.0
CC(C)C(C)(C#N)NC(=O)CSc1nnc(C(F)(F)F)n1C (configuration not stated)	6	-2	0.4	-13	-21	-0.9	6	-27	0.2
C(#CC1CCCCC1)c1ccc2c(c1)COc1c3ccccc3nn1-2	3	-3	.	20	-16	0.1	-31	-20	.
CC(C)c1ccc(NC(=S)NN2C(C)CCCC2C)cc1 (configuration not stated)	0	24	2.6	-9	-4	1.7	-35	-16	0.1
CCc1ccc2[nH]c(=O)c(C(c3nnnn3Cc3ccccc3)N3CCOCC3)cc2c1 (configuration not stated)	-1	19	1.0	-13	-14	-2.1	0	9	0.6
O=C(CN1CCN(Cc2ccccc2)CC1)Nc1ccccc1-c1ccccc1	-4	-7	-2.0	2	3	1.1	14	-12	-0.4
O=C1CN(C(=O)COC(=O)c2cnc(Cl)c(Cl)c2)c2ccccc2N1	-5	12	-0.4	-3	2	0.8	-39	-9	0.2
CCOC(=O)C1=NOC2C3CC(C12)C1C(=O)N(CCc2ccc(OC)c(OC)c2)C(=O)C31 (configuration not stated)	0	9	2.4	.	-13	2.2	-4	-10	1.2
COC(=O)C1(Cc2ccc(O)c(CC3OC3(C)C)c2)OC(=O)C(O)=C1c1ccc(O)cc1 (configuration not stated)	-3	-23	.	-36	-7	4.4	11	-8	.
[O-]/C(=C(\C(=S)Nc1ccc(SC(F)F)cc1)[n+]1cccc(CO)c1)c1ccc(Cl)s1	-2	14	-1.1	-32	-12	1.9	10	-4	0.0
Cc1onc(-c2c(F)cccc2Cl)c1C(=O)OCN1C(=O)c2ccccc2C1=O	-1	-8	-0.3	-48	-11	-2.0	3	-6	0.6
CCc1ccc(NC(=O)CSc2nnc(Cn3c(=O)sc4ccccc43)n2C)cc1	1	-20	0.0	-9	-3	1.4	5	6	-0.4
COc1ccc(S(=O)(=O)NCc2ccccc2Cl)cc1OC	-3	8	1.6	-12	-8	-2.6	-4	-17	0.5
COC(=O)c1ccc(Cl)c(NC(=O)NC23CC4CC(CC(C4)C2)C3)c1	-6	16	-0.9	-2	-5	6.0	43	-11	0.3
CC(C)C(=O)Nc1ccc(C(=O)NNC(=S)NC(=O)c2cccs2)cc1	4	26	-1.7	.	-12	1.1	22	-25	-0.1
CCC(=O)Oc1ccc2c(C)cc(=O)oc2c1C(=O)c1ccccc1	2	8	-0.9	4	-17	0.1	22	-9	0.4
CCCS(=O)(=O)NCc1cn2c(C)csc2n1	-3	20	0.5	-10	-5	2.9	4	-14	-0.4
